HT1080NT lethal: kills 2HG-producing HT-1080-NT fibrosarcoma cells. HT-1080-NT fibrosarcoma viability, CellTiter-Glo ATP luminescence, 48 h. 1.6% of 360,000 active. Potency, µM (highest dose often 46.1 µM), without a hit: top-dose activity, negative = less viability, usual class: cytotoxic;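 note: NT is the 2HG producing partner of a matched IDH1 knockdown line; potency is the fitted concentration of half-maximal effect; 0% = DMSO-treated cells and -100% = media-only wells without cells; nearly all actives have a fitted effect of over 55% in size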
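750 cells/well, RPMI + 5% FBS; 2 h settle, compound pin-transfer, 48 h at 37 degrees C. CellTiter-Glo 10 min RT, luminescence. Normalized to DMSO and media-only wells.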
DRD3 antagonist: blocks the human D3 dopamine receptor; P35462; D3R cells, DiscoveRx beta-arrestin luminescence, antagonist mode; stronger effect = lower value; max response, negative = inhibition, %; 2.5% of 360,000 active; AID 652054; in the data active = max response below about -50%; inconclusive = no clear call, values can overlap the other calls; note: % is set by controls: 0 for no effect and ±100 for the full control effect; mostly tested at two doses, the higher about 12 µM
Target sequence (P35462 whole entry, looked up): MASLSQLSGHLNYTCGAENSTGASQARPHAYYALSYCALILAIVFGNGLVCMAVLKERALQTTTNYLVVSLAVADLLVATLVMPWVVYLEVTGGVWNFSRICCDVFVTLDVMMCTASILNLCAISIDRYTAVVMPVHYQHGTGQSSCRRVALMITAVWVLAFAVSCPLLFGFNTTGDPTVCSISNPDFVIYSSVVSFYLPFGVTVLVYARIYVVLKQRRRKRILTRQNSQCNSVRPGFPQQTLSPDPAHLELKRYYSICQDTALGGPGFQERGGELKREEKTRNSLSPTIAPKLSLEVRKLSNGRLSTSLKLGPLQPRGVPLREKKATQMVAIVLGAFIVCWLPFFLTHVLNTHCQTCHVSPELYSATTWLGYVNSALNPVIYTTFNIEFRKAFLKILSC
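Cells plated overnight at 1500 cells/well, then exposed to library compounds with dopamine controls for 90 minutes at 37 degrees C. DiscoveRx reagent added for 30–60 minutes at room temperature; luminescence read, quantitative HTS format.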
GLP-1R agonist: activates the human GLP-1 receptor. Potency, µM (top dose mostly 45.6 µM), inactives show top-dose activation, actives largely listed as activators. 0.007% of 380,000 active. HEK293 GLP-1R CRE-luciferase, luminescence, 4-6 h; cells express a hypersensitive GLP-1R form; note: potency is the fitted concentration of half-maximal effect; % of control where 0% means no effect
Target sequence (P43220 whole entry, looked up): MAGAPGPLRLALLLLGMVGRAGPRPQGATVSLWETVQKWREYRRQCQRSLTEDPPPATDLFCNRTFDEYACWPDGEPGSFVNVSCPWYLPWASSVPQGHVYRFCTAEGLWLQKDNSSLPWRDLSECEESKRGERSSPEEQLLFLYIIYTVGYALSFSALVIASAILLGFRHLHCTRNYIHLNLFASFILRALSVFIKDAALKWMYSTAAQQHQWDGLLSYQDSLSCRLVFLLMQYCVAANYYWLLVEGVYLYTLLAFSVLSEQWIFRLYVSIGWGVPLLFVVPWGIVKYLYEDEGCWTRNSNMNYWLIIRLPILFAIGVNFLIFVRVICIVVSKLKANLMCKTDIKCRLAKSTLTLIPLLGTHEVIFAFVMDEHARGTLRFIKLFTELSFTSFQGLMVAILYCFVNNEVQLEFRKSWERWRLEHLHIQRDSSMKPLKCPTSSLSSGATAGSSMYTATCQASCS
D3 ag: activates the human D3 dopamine receptor | P35462 | D3R DiscoveRx beta-arrestin cells, luminescence, 90 min | max activation, % | 0.58% of 410,000 active; in the data active = max activation above about 30%; note: 0% is about no effect; mostly tested at two doses, the higher about 12 µM
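Agonist mode: compounds and dopamine controls were applied to plated cells for 90 min at 37 degrees C after an overnight attachment at 1500 cells/well. Luminescent read-out followed 30 - 60 minutes at room temperature with DiscoveRx detection reagent.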
KB-V1 MDR tox: kills drug-selected multidrug resistant KB-V1 cells; KB-V1 MDR cells viability, CellTiter-Glo, 72 h; Potency, µM (titrated, usually from 46.1 µM), inactives show at the highest dose activity change, negative = cytotoxicity, usual class: cytotoxic; 3.4% of 400,000 active; note: potency is the fitted concentration of half-maximal effect; % is set by controls: 0 for no effect and ±100 for the full control effect; nearly all actives have a fitted effect of over 60% in size
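Cells of the MDR subline KB-V1 are plated, dosed with compound at multiple concentrations, and incubated 72 h at 37 degrees C; CellTiter-Glo is then added and luminescence read after 10 min.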
KB-3-1 cytotox: KB-3-1 parental cell cytotoxicity | KB-3-1 viability, CellTiter-Glo ATP luminescence, 72 h | Potency, µM (series often up to 46.1 µM), for inactives: top-dose activity change, negative = cytotoxic, actives largely listed as cytotoxic | 1.4% of 400,000 active | AID 1347075; note: potency is the fitted concentration of half-maximal effect; % is set by controls: 0 for no effect and ±100 for the full control effect; nearly all actives have a fitted effect of over 60% in size
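Using CellTiter-Glo luminescence, growth of non-resistant KB-3-1 adenocarcinoma cells is assessed 72 h after pin-tool compound addition at 37 °C. Normalized responses across the concentration series yield fitted curves.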
IL-1B inflam inh: blocks inflammasome-driven IL-1 beta release. THP-1 LPS/ATP IL-1B secretion, AlphaLISA, 16 h; stronger effect = lower value. activity change, % at 57.5 µM. 4.7% of 360,000 active; in the data active = activity change below about -50%; inconclusive = mostly about -30% to -49%; note: % is set by controls: 0 for no effect and ±100 for the full control effect
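Secreted IL-1B measured by AlphaLISA bead assay after 16 h compound exposure of THP-1 cells; compounds (final up to 57.5 uM) added 1 h before LPS (250 ng/mL) and ATP (1.25 mM) stimulation; lower signal means less secretion.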
HT1080 IDH1KD tx: toxicity to HT-1080 IDH1 knockdown cells (counter line) | Potency, µM (top dose mostly 46.1 µM), for inactives: top-dose activity, negative = toxicity, hits mostly cytotoxic | 2% of 360,000 active | HT-1080 IDH1 knockdown viability, ATP luminescence, 48 h;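 note: potency is the fitted concentration of half-maximal effect; 0% = DMSO wells and -100% = cell-free medium wells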
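Cytotoxicity counter-line: IDH1KD HT-1080, 48 h, CellTiter-Glo. Curves classed by r2, magnitude and activity.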
SW480 rereplic: inducers of DNA re-replication in SW480 colon cancer cells | SW480 DNA re-replication, Hoechst DNA content imaging, 48 h | Potency, µM (top dose mostly 46.1 µM), for inactives: at the highest dose re-replication activation, actives largely listed as activators | 1.8% of 340,000 active; note: potency is the fitted concentration of half-maximal effect; % of control where 0% means no effect; nearly all actives have a fitted effect of over 55% in size
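250 cells/well; 23 nL cpd via pin tool; 48 hr, 37 C, 5% CO2; Hoechst 40 min; imager read of total nuclear intensity, ex 405/em 500-530 nm.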
Active calls of the source: *; ? = inconclusive; · = no result given; & = joins results of further samples; [ ] = dose if it differs, or a comment. Unless noted, calls come from the whole dose curve; as a rule, active = well fitted curve in the direction sought with a large enough effect; inconclusive = small, poorly fitted or top-dose-only effect, or another doubt; inactive = no such curve, though single readings can be large; an effect the other way counts as inactive or inconclusive.

item	SMILES	HT1080NT lethal	DRD3 antagonist	GLP-1R agonist	D3 ag	KB-V1 MDR tox
1	CCC(C)(C)NC(=O)CCCSc1nc2ccccc2[nH]1	0%	9	5%	-9	-25%
2	COc1ccc(OC)c(S(=O)(=O)N2CCCC(C(=O)N3CCC(C(N)=O)CC3)C2)c1 (stereo not drawn)	5%	-1	0%	3	4%
3	Cc1cc(C)c[n+](CC(=O)c2c(C)cc(C)c([N+](=O)[O-])c2C)c1	-4%	-26	-7%	-7	?
4	CCNC(=O)C1CC(=O)OC12CCCCC2 (stereo not drawn)	-5%	-6	7%	3	-8%
5	Cn1ccc(=O)c2cc([N+](=O)[O-])ccc21	-1%	0	-4%	0	8%
6	O=C(CN1CCN(c2ccc(F)cc2)CC1)Nc1ccc2c(c1)OCCO2	4%	-4	12%	-2	-15%
7	Cc1cc(Cl)ccc1OC(C)C(=O)NNC(=O)C1CCCCC1C(=O)O (stereo not drawn)	-1%	-14	7%	-8	22%
8	CCN1C[C@@H]2[C@@H]3C(=O)N(C)C(=O)[C@@H]3[C@](Cc3ccccc3)(C(=O)OC)N2C1=NC1CCCCC1	-6%	-5	7%	-23	-11%

item	KB-3-1 cytotox	IL-1B inflam inh	HT1080 IDH1KD tx	SW480 rereplic
1	2%	0	0%	?
2	-1%	-3	10%	3%
3	18%	16	-4%	-20%
4	-2%	-10	-4%	1%
5	-3%	12	8%	·
6	15%	-9	3%	-4%
7	?	-16	-2%	-15%
8	6%	12	-1%	?

(list continues)
item	SMILES	HT1080NT lethal	DRD3 antagonist	GLP-1R agonist	D3 ag	KB-V1 MDR tox
9	CC(=O)NCCNC(=O)C1CCC(CNc2nc(=S)[nH]c3ccccc23)CC1 (stereo not drawn)	4%	7	-5%	6	?
10	CN(C(=O)COC(=O)Cc1c(Cl)cccc1Cl)C1CCS(=O)(=O)C1 (stereo not drawn)	6%	8	3%	1	7%
11	Cc1cccc(C(=O)OC(C)C(=O)N2CCc3ccccc3C2)c1C (stereo not drawn)	0%	6	19%	-1	18µM*
12	Cc1ccc(CN2CCN(Cc3cn(C(C)C)c4ccccc34)CC2CCO)o1 (stereo not drawn)	-21%	21	2%	-11	?
13	CCCn1nc(C(=O)Nc2ccc(S(=O)(=O)Nc3ncccn3)cc2)c2ccccc2c1=O	-8%	6	10%	-1	-10%
14	CCCC(C)(C)C(=O)N1CCC1(C)C(=O)NS(=O)(=O)c1cccc(Cl)c1 (stereo not drawn)	-1%	7	-3%	1	0%
15	CCOc1ccccc1NC(=O)C(CC(C)C)NC(=O)C1CCC(C)CC1 (stereo not drawn)	20%	20	2%	-12&14	?
16	Cc1ccc(-n2cc(S(=O)(=O)c3ccc(C)cc3)[nH]c2=O)cc1	-4%	-2	4%	-19	-19%

item	KB-3-1 cytotox	IL-1B inflam inh	HT1080 IDH1KD tx	SW480 rereplic
9	5%	12	11%	-15%
10	3%	-8	0%	-17%
11	5%	-8	0%	2%
12	12%	?	-25%	-30%[1.84 µM]
13	-6%	24	-5%	-1%
14	0%	34	?	·
15	14%&0%	10	0%	-4%
16	7%	4	-2%	?

Remaining list, next part
item	SMILES	HT1080NT lethal	DRD3 antagonist	GLP-1R agonist	D3 ag	KB-V1 MDR tox
17	Cc1ccccc1NS(=O)(=O)c1ccc(NS(=O)(=O)c2cccs2)cc1	4%	?	0%	-3	18%
18	O=S(=O)(NCCCNS(=O)(=O)c1c(F)cccc1F)c1ccc2c(c1)OCCO2	·	·	-4%	·	-15%
19	NC(=O)C1CCCN(S(=O)(=O)c2ccc(Br)cc2)C1 (stereo not drawn)	5%	18	-4%	2	-15%
20	Cc1cc(=S)c2ccccc2[nH]1	?	3	-1%	0	5%
21	COC(=O)c1sc2nc(N)c(C#N)cc2c1N	-1%	31	10%	-2	-7%
22	Cc1[nH]c2ccc(C(=O)OC(C)C(=O)N(C)C3CCCCC3)cc2c1C (stereo not drawn)	-10%	0	4%	-7	-16%
23	CCS(=O)(=O)n1nc(-c2ccc(OC)cc2)nc1N	9%	-28	5%	-9	7%
24	Cc1ccc(-c2n[nH]c(=S)n2Cc2ccccc2)cc1	?	-16	-7%	-29	?

item	KB-3-1 cytotox	IL-1B inflam inh	HT1080 IDH1KD tx	SW480 rereplic
17	?	16	-10%	-16%
18	0%	·	·	-33%[inhibitor]
19	7%	1	16%	0%
20	?	-86*	-21%	-4%
21	-3%	-6	16%	-22%
22	?	-81*	-3%	17%
23	-2%	-12	16%	-2%
24	-12%	-11	?	?

9 compounds out of the list, ordered by molar mass, falling.
item	SMILES	HT1080NT lethal	DRD3 antagonist	GLP-1R agonist	D3 ag	KB-V1 MDR tox
13	CCCn1nc(C(=O)Nc2ccc(S(=O)(=O)Nc3ncccn3)cc2)c2ccccc2c1=O	-8%	6	10%	-1	-10%
18	O=S(=O)(NCCCNS(=O)(=O)c1c(F)cccc1F)c1ccc2c(c1)OCCO2	·	·	-4%	·	-15%
17	Cc1ccccc1NS(=O)(=O)c1ccc(NS(=O)(=O)c2cccs2)cc1	4%	?	0%	-3	18%
15	CCOc1ccccc1NC(=O)C(CC(C)C)NC(=O)C1CCC(C)CC1 (stereo not drawn)	20%	20	2%	-12&14	?
16	Cc1ccc(-n2cc(S(=O)(=O)c3ccc(C)cc3)[nH]c2=O)cc1	-4%	-2	4%	-19	-19%
23	CCS(=O)(=O)n1nc(-c2ccc(OC)cc2)nc1N	9%	-28	5%	-9	7%
24	Cc1ccc(-c2n[nH]c(=S)n2Cc2ccccc2)cc1	?	-16	-7%	-29	?
21	COC(=O)c1sc2nc(N)c(C#N)cc2c1N	-1%	31	10%	-2	-7%
20	Cc1cc(=S)c2ccccc2[nH]1	?	3	-1%	0	5%

item	KB-3-1 cytotox	IL-1B inflam inh	HT1080 IDH1KD tx	SW480 rereplic
13	-6%	24	-5%	-1%
18	0%	·	·	-33%[inhibitor]
17	?	16	-10%	-16%
15	14%&0%	10	0%	-4%
16	7%	4	-2%	?
23	-2%	-12	16%	-2%
24	-12%	-11	?	?
21	-3%	-6	16%	-22%
20	?	-86*	-21%	-4%

Additional results follow:
item	SMILES	HT1080NT lethal	DRD3 antagonist	GLP-1R agonist	D3 ag	KB-V1 MDR tox
25	CC1(NC(=O)CN2CCN(c3cnn(-c4ccccc4)c(=O)c3Cl)CC2)CCS(=O)(=O)C1 (stereo not drawn)	8%	11	-2%	-5	10%
26	COCCNC(=O)Cn1c(=O)n(CCC(=O)NCCc2ccccc2)c(=O)c2ccccc21	12%	2	1%	8	-1%
27	O=c1cc(-c2ccccc2Cl)oc2c(NS(=O)(=O)c3ccccc3OC(F)(F)F)ccc(O)c12	?	-6	-4%	-21	?
28	CN(C)c1ccc(/C=C/C(=O)c2ccc(O)cc2)cc1[N+](=O)[O-]	-23%	-21	5%	-12	?
29	Cc1nnc(SCC(=O)N2c3ccccc3C(C)(c3ccccc3)CC2(C)C)s1 (stereo not drawn)	-18%	-27	-4%	-12	8.2µM*
30	CC(=O)N1c2ccccc2C(CBr)=CC1(C)C	1%	17	-6%	6	9%
31	COc1ccc(NC(=O)CCSc2nnnn2C)cc1	24%	11	0%	6	1%
32	Nc1c(C(=O)CSc2nc(-c3ccccc3)cs2)c(=O)[nH]c(=O)n1C1CC1	-2%	2	-3%	-1	-7%

item	KB-3-1 cytotox	IL-1B inflam inh	HT1080 IDH1KD tx	SW480 rereplic
25	-17%	19	18%	-1%
26	2%	7	10%	-8%&-1%
27	?	-10	-29%	-10%
28	21µM*	-98*	?	12%
29	16µM*	-76*	-11%	6%
30	-4%	3	4%	-3%
31	29%	-3	22%	-5%
32	0%	-19	0%	4%

(list continues)
item	SMILES	HT1080NT lethal	DRD3 antagonist	GLP-1R agonist	D3 ag	KB-V1 MDR tox
33	CC(Oc1ccc(Cl)cc1)C(=O)NCCN1C(=O)S/C(=C\c2cccnc2)C1=O (stereo not drawn)	2%	-5	-3%	1	?
34	O=c1c2c3c(sc2ncn1-n1cccc1)CCCCC3	-7%	8	5%	5	?
35	O=C(C[C@H]1C/C=C\C[C@@H](Cc2ccc(F)cc2)C(=O)OC[C@H]2CCCN2C1=O)N[C@@H](CO)Cc1ccccc1	0%	-23	6%	-19	9%
36	COc1ccc(CN2CCN(Cc3c[nH]c4ccccc34)CC2)cc1OC	0%	-52*	18%	-5	-23%
37	Cc1nnc(NC2=NCCCCC2)o1	-6%	0	3%	-3	6%
38	CC(=O)Nc1ccc(NC(=O)C2CCN(c3c(Cc4ccccc4)c(C)nc4ncnn34)CC2)cc1	1%	7	-8%	0	0%
39	O=C(CSc1nc2ncc(Cl)cc2[nH]1)Nc1cccc(F)c1	?	11	5%	-5	-28%
40	NC(=O)C1=C[C@H](c2coc3ccccc3c2=O)C[C@H](OCc2ccc(CO)cc2)O1	13%	-4	6%	-13	-5%

item	KB-3-1 cytotox	IL-1B inflam inh	HT1080 IDH1KD tx	SW480 rereplic
33	-15%	-78*	-2%	1%
34	14%	?	-3%	1%
35	0%	-16	-3%	-6%
36	-3%	-25	-14%	·
37	-2%	-29	-2%	-3%
38	4%	-21	1%	-3%[9.22 µM]
39	0%	0	?	-1%
40	12%	2	-1%	-11%[9.22 µM]

Other records:
item	SMILES	HT1080NT lethal	DRD3 antagonist	GLP-1R agonist	D3 ag	KB-V1 MDR tox
41	COc1ccc(/C=C2/SC(=S)N(NS(=O)(=O)c3ccccc3)C2=O)cc1	-2%	-8	1%	16	5%
42	Cc1cc(C)cc(NC(=O)c2cc(C)nc3ccccc23)c1	-15%	2	7%	1	1%
43	Cc1ccc(C(=O)C(C)OC(=O)Cn2c(C)csc2=O)cc1 (stereo not drawn)	0%	6	5%	-3	-1%
44	COc1ccc(/C(C)=N/Nc2nncc3ccccc23)cc1	3%	17	8%	4	14%
45	CC(C)c1cc(C(=O)N/N=C/c2cccnc2)n[nH]1	4%	0	-1%	-5	9%

item	KB-3-1 cytotox	IL-1B inflam inh	HT1080 IDH1KD tx	SW480 rereplic
41	14%	-4	-12%	-6%
42	14%	16	-22%	-6%
43	?	-8	10%	0%
44	8%	1	2%	-6%
45	15%	-1	10%	-2%
